High-throughput results deposited in PubChem BioAssay by National Center for Advancing Translational Sciences (NCATS).
GAA inhib: alpha-glucosidase (human) inhibition | P10253 | purified human GAA, 4-MU-alpha-glucoside fluorescence | Potency, µM (titrated, usually from 76.9 µM), for the others: at the highest dose activity change, negative = inhibition, most hits filed as inhibitors | 200,000 tested, 0.005% active | AID 1466;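 note: plate controls were uninhibited enzyme wells for no effect and no-enzyme background for full effect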
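Fluorescence at Ex 365/Em 440 nm from 4-methylumbelliferone reported enzyme activity after 20 min at room temperature. Reactions used 4 nM enzyme and 400 uM substrate at pH 5.0; curves fitted with the Hill equation.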
KDM4E inh: JMJD2E (human) inhibition. B2RXH2. JMJD2E catalytic domain, FDH-coupled NADH fluorescence (FDH is formaldehyde dehydrogenase). Potency, µM (highest dose often 57.1 µM), without a hit: top-dose activity change, negative = inhibition, usual class: inhibitors. 230,000 tested, 1.6% active. AID 2147; active = well fitted inhibition curve with a large enough effect, not every such curve was filed as active; inconclusive = small, poorly fitted or top-dose-only effect, or another doubt; inactive = no such curve, though single readings can be large or run the other way;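 note: 0% = wells with enzyme and -100% = buffer wells without enzyme; nearly all actives have a fitted effect of over 50% in size; many of its hits are not listed in these tables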
Target sequence (B2RXH2 1-337 limits assumed): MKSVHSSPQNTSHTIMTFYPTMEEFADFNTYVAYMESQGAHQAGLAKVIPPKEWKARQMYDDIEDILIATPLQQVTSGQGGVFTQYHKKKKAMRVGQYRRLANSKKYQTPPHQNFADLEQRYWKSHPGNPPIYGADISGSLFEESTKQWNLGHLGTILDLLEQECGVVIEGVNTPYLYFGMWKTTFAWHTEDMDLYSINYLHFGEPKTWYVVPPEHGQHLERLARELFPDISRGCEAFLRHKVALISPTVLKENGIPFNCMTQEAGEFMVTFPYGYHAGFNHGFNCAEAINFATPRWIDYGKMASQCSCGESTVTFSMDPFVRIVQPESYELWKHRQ
SMN2 splice up: enhancers of SMN2 splice variant expression; 210,000 tested, 2.8% active; Potency, µM (highest dose often 46.1 µM), for inactives: top-dose activity change, positive = activation, usual class: activators; HEK293 SMN2-luciferase splicing reporter, luminescence, 30-36 h; note: % of control where 0% means no effect; nearly all actives have a fitted effect of over 55% in size
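qHTS luciferase splicing reporter: luminescence rises when SMN2 exon 7 is included in transfected HEK293 cells. Compound exposure lasted 30-36 h at 37C, with 4.5 mM final sodium butyrate as control, followed by a ONE-Glo read.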
GAA glycogen: GAA glycogen-cleavage inhibition or activation; P10253; recombinant GAA, glycogen substrate, Amplex Red glucose oxidase fluorescence; Potency, µM (series often up to 76.4 µM), for inactives: at the top dose activity change, negative = inhibition, hits mostly inhibitors; 300,000 tested, 0.38% active; AID 2100;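 note: 0% = full enzyme reaction and -100% = no-enzyme basal signal; the screen sought inhibitors and activators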
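Recombinant human alpha-glucosidase (4 nM final) hydrolysed bovine liver glycogen (30 ug) for 40 min at 37 C in pH 5.0 citrate/phosphate with 0.01% Tween-20. Released glucose detected by glucose oxidase/Amplex Red, Ex 573/Em 610 nm. Compounds up to 77 uM; AC50 from Hill fits.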
RGS12 GoLoco inh: inhibitors of human Gai1-RGS12 GoLoco interaction (red fluorophore) | 230,000 tested, 0.44% active | Gai1:RGS12 GoLoco peptide FP, rhodamine, 10 min | Potency, µM (titrated, usually from 61.6 µM), for inactives: at the top dose activity, negative = inhibition, usual class: inhibitors; active = well fitted inhibition curve with a large enough effect, not every such curve was filed as active; inactive = no such curve, though single readings can be large or run the other way; note: % is set by controls: 0 for no effect and ±100 for the full control effect; nearly all actives have a fitted effect of over 30% in size; many of its hits are not listed in these tables
Target sequence (P63096 whole entry, looked up): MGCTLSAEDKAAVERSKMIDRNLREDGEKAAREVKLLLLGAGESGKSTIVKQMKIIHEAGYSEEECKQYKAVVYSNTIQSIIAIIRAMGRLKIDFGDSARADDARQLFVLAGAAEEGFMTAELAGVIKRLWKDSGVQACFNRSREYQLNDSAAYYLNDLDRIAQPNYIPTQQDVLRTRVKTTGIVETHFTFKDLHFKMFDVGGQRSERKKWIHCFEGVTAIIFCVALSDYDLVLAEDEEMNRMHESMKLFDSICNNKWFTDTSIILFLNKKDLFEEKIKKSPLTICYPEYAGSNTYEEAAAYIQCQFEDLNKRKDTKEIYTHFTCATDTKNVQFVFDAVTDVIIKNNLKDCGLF
aGal spleen mod: inhibitors or activators of human alpha-galactosidase in spleen homogenate; human spleen homogenate, 4MU-alpha-Gal fluorescence, 40 min; Potency, µM (series often up to 80 µM), without a hit: top-dose activity change, negative = inhibition, usual class: inhibitors; 240,000 tested, 0.008% active; P06280;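 note: 0% = enzyme with vehicle and -100% = no enzyme basal signal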
Target sequence (P06280 32-429 limits assumed): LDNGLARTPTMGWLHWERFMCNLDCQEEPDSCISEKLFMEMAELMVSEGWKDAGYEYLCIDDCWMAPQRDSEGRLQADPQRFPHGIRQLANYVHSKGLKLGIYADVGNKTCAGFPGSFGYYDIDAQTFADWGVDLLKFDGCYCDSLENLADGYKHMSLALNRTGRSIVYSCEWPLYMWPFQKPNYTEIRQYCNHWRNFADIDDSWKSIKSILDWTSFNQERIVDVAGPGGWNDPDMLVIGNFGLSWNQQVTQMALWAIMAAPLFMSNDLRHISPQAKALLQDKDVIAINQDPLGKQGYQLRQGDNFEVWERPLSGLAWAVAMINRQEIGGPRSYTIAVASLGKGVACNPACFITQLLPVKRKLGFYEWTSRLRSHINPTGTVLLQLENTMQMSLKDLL
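Human spleen homogenate (1 ug) was the enzyme source, with 4-methylumbelliferyl-alpha-D-galactopyranoside (1 mM final) in pH 5.0 citrate buffer with 0.01% Tween-20. Compounds were titrated; after 40 min at 37C, NaOH/glycine stop, 4-MU fluorescence read; AC50 from Hill fits.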
aGlu spleen mod: inhibitors or activators of human alpha-glucosidase in spleen homogenate; 240,000 tested, 0.006% active; human spleen homogenate, 4-MU-alpha-glucoside fluorescence; Potency, µM (series often up to 79.9 µM), for the others: at the highest dose activity change, negative = inhibition, usual class: inhibitors; P10253;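 note: 0% = enzyme with vehicle and -100% = no enzyme basal signal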
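Human spleen homogenate (1 ug) with 4-methylumbelliferyl-alpha-D-glucopyranoside (1 mM final) in 50 mM citrate/phosphate pH 5.0, 0.01% Tween-20; 40 min at 37 C. Stopped at pH 10; 4-MU fluorescence Ex 365/Em 440 nm; AC50 by Hill fit.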
ALDH1A1 block: blocks purified human ALDH1A1 activity | Potency, µM (titrated, usually from 75.3 µM), without a hit: top-dose activity, negative = inhibition, usual class: inhibitors | P00352 | 220,000 tested, 7.3% active | Purified ALDH1A1, NADH fluorescence, propionaldehyde substrate; active = well fitted inhibition curve with a large enough effect, not every such curve was filed as active; inconclusive = small, poorly fitted or top-dose-only effect, or another doubt; inactive = no such curve, though single readings can be large or run the other way;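 note: plate controls were no enzyme wells and a reference inhibitor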
* marks the source's active call; other numbers are inactive results; ? = inconclusive; nt = no result given; [ ] = dose if it differs, or a comment. Unless noted, calls come from the whole dose curve; as a rule, active = well fitted curve in the direction sought with a large enough effect; inconclusive = small, poorly fitted or top-dose-only effect, or another doubt; inactive = no such curve, though single readings can be large; an effect the other way counts as inactive or inconclusive. Potency is the fitted concentration of half-maximal effect. An excerpt; rates above refer to the full screens.

SMILES	GAA inhib	KDM4E inh	SMN2 splice up	GAA glycogen	RGS12 GoLoco inh	aGal spleen mod	aGlu spleen mod	ALDH1A1 block
Cc1nn(-c2ccc(Cl)cc2)c2sc(C(=O)N3CCN(C(=O)c4ccco4)CC3)cc12	8%	-2%	-14%	-1%	-18%	6%	6%	3%
O=C(O)/C=C/C(=O)N1Cc2cc3ccccc3nc2C1	-7%	-17%	nt	-10%	-4%	1%	2%	1%
Cc1ccc(NC(=O)c2ccccc2OCC(=O)c2ccc(F)cc2)cc1	1%	7%	18%	6%	5%	-1%	-10%	4%
CCOC(=O)N1CCC(=NNC(=O)c2ccccc2F)CC1	?	30%[activator]	13%	5%	-8%	2%	-3%	?
Nc1nc(CSc2ccc(Cl)cc2)nc(N2CCCCC2)n1	6%	-2%	-6%	-19%	12%	1%	-4%	?
COc1cccc(N2CCN(Cc3nc(N)nc(N4CCCc5ccccc54)n3)CC2)c1	-8%	-4%	nt	-6%	2%	-3%	-1%	-14%
O=C(CCS(=O)(=O)c1cccc2nsnc12)N1CCN(Cc2ccc3c(c2)OCO3)CC1	-1%	-4%	-1%	-2%	4%	-4%	-7%	?
Cc1ccccc1NC(=S)NCC1CCC(CNC(=S)Nc2ccccc2C)CC1 (configuration not stated)	nt	2%	nt	-11%	16%	-7%	3%	nt
CN(C)c1ccc(NC(=O)c2cccc(N3C(=O)C4C5C=CC(C5)C4C3=O)c2)cc1 (configuration not stated)	-5%[15.4 µM]	?	-22%	-1%	10%	7%	2%	-15%
CS(=O)(=O)N1CCC(C(=O)NCc2ccccc2)CC1	6%	-3%	4%	1%	3%	-4%	-6%	6%
CCC(CC)C(=O)Nc1cccc(C(=O)c2ccccc2)c1	-6%	2%	-7%	1%	17%	-3%	1%	-12%
CC1(C)CC(=O)C2=C(C1)OC(N)=C(C#N)C2c1ccc[nH]1 (configuration not stated)	-6%	-1%	nt	9%	86%[activator]	6%	9%	-10%
Cc1nc2sc3c(c2c(=O)n1/N=C/c1cccnc1)CCCC3	-35%	4%	-10%	2%	0%	-2%	0%	-2%
O=C(CCS(=O)(=O)c1ccc(Cl)cc1)NCCN1C(=O)S/C(=C\c2ccccc2F)C1=O	-2%	4%	-12%	10%	-4%	0%	-7%	?
COc1cc2c(cc1OC)C1(Nc3c-2c(-c2ccccc2)nn3-c2ccccc2)C(=O)Nc2ccccc21 (configuration not stated)	1%	2%	-1%	-27%	3%	-2%	-8%	5%
COc1ccc(N2CCN(CC(=O)NCc3ccccc3)CC2)cc1	?	3%	-23%	-15%	-2%	0%	-4%	1%
Cc1cc(C)c(S(=O)(=O)NCC(CCC(=O)O)C(F)(F)F)c(C)c1 (configuration not stated)	-1%	3%	-7%	-4%	-1%	2%	nt	-1%
C=CCOc1ccc(/C(O)=C2/C(=O)C(=O)N(CCCn3ccnc3)C2c2cccs2)cc1 (configuration not stated)	3%	-5%	3%	4%	10%	-15%	0%	-10%
Cc1[nH]c2ccccc2c1/C=N/NC(=O)c1cccc([N+](=O)[O-])c1	2%	3%	-3%	-4%	11%	-20%	0%	0%
CC(C(=O)OCC(=O)Nc1ncc(Cl)cc1Cl)N1C(=O)c2ccccc2C1=O (configuration not stated)	-8%	-14%	?	4%	4%	-5%	2%	6%
CC(C)(C)C(=O)N1N=C(c2cccc(NS(C)(=O)=O)c2)CC1c1cccs1 (configuration not stated)	-5%	?	0%	5%	15%	2%	1%	?
CCN(CC)S(=O)(=O)c1cccc(NC(=O)/C=C/c2cccc([N+](=O)[O-])c2)c1	-9%	3%	-36%[inhibitor]	8%	14%	-2%	-5%	7.9µM*
CCn1c(SCC(=O)N/N=C/C=C/c2ccco2)nc2ccccc21	-12%	-8%	2%	-10%	-12%	1%	4%	13µM*
COc1ccc(F)c(CN2CCC(N3CCC(C(=O)N4CCOCC4)CC3)CC2)c1	6%	6%	-9%	8%	17%	-4%	1%	4%
Cc1cccc(C2=NN(c3ccccc3)[C@@H](C(=O)N3CCOC3=O)[C@@H]2C)c1	nt	nt	nt	nt	-3%[88.7 µM]	-4%[119 µM]	15%[119 µM]	?

The listing continues.
SMILES	GAA inhib	KDM4E inh	SMN2 splice up	GAA glycogen	RGS12 GoLoco inh	aGal spleen mod	aGlu spleen mod	ALDH1A1 block
CCOC(=O)C1CCCN(c2nnnn2-c2ccccc2)C1 (configuration not stated)	3%	4%	-7%	0%	-10%	-5%	4%	7.1µM*
COCc1cc(C)n(CC(=O)Nc2ccccc2C(=O)OC)c(=O)c1C#N	6%	?	-8%	3%	9%	-16%	-16%	?
O=c1[nH]ncn1-c1ccccc1C(F)(F)F	4%	4%	-2%	5%	5%	-11%	-5%	1%
O=S(=O)(NCCO)c1cccc2cccnc12	-13%	2%	-6%	?	4%	2%	-1%	9%
CC(=O)Nc1ccc(NS(=O)(=O)c2ccc3ccccc3c2)cc1	-5%	6%	-19%	-5%	8%	-3%	-5%	10%
COc1ccc(NC(=O)CSc2cc(C(=O)c3nccn3C)c3ccccc3n2)cc1	?	-6%	-56%[inhibitor]	-17%	80%[activator]	2%	-5%	?
Cc1ccc2nc(SC(C)C(=O)NCc3ccco3)[nH]c2c1 (configuration not stated)	0%	5%	-7%	7%	-5%	3%	-3%	10%
CCCN(CCC)S(=O)(=O)c1cccc(C(=O)Nc2ccc3c(c2)OCO3)c1	?	6%	-9%	-16%	8%	2%	1%	3.2µM*
COc1cc(-c2[nH]ncc2CN2CCN(Cc3cccs3)CC2)cc(OC)c1OC	-9%	-4%	nt	4%	5%	0%	-2%	?
CCN(CCCNC(=O)COc1cc(=O)n(C)c2ccccc12)c1cccc(C)c1	2%	2%	11%	-18%	-1%	-7%	2%	-3%
Cc1ccc(S(=O)(=O)N2CCC(=O)N(CCOC(=O)NCc3ccccc3)CC2)cc1	-7%	3%	3%	2%	4%	3%	-10%	4%
CCCCOC(=O)NC1CCS(=O)(=O)C1 (configuration not stated)	-2%	4%	-5%	4%	-15%	-5%	-3%	3%
Cc1onc(-c2ccccc2)c1C(=O)N1CCN(CCc2ccccc2)CC1	-4%	1%	?	0%	12%	-2%	-5%	-10%
C/C(CC1CC(COCC(C)C)OC1=O)=N\NC(N)=S (configuration not stated)	2%	-16%	-4%	-12%	7%	-18%	-2%	?
CC(C)C(NC(=O)C1CCCCC1)C(=O)Nc1ccccn1 (configuration not stated)	4%	2%	1%	16%	1%	6%	3%	-4%
C#CCn1c(S(=O)(=O)Cc2ccccc2Cl)nc(-c2ccccc2)c1-c1ccccc1	6%	-11%	5.6µM*	0%	4%	1%	1%	5%
Cc1cccc(NC(=S)NCc2ccco2)n1	-7%	-11%	-20%	-16%	-20%	2%	-2%	?
Clc1cccc(/C=N/Nc2ncnc3ccccc23)c1	-8%	3%	?	-10%	4%	0%	0%	9%
COc1cc(/C=N/NC(=O)COc2ccccc2C)ccc1OC(=O)c1cccs1	5%	7%	13%	-14%	3%	10%	4%	4%
COC(=O)c1ccc(N2CCN(S(=O)(=O)c3ccc(C)cc3)CC2)c([N+](=O)[O-])c1	-26%	1%	-22%	-19%	-1%	4%	2%	-5%
CN(C)c1ccnc(-n2cccc2/C=N/OCc2ccc(F)cc2Cl)c1C#N	-10%	-1%	-25%	-9%	7%	2%	-3%	1%
CCN(CC)CC1CCN(c2ncc3ncnc(Nc4ccc(F)c(Cl)c4)c3n2)CC1	nt	nt	nt	nt	2%	7%	3%	-1%
O=C(O)C1CCCN1S(=O)(=O)c1ccc2ccccc2c1 (configuration not stated)	6%	?	-1%	1%	-3%	0%	-6%	79%[activator]
CCOC(=O)c1c(C)nc2ccccc2c1C	-7%	-13%	15%	8%	-28%	1%	-1%	-6%
CN1CC(=O)N(CC(=O)Nc2cccc(S(=O)(=O)N3CCOCC3)c2)C1=O	-9%	-4%	8%	0%	8%	5%	-6%	-5%

(list continues)
SMILES	GAA inhib	KDM4E inh	SMN2 splice up	GAA glycogen	RGS12 GoLoco inh	aGal spleen mod	aGlu spleen mod	ALDH1A1 block
O=C(Cc1ccccc1)NCC(=O)Nc1cccc(Br)c1	-3%	3%	?	8%	-13%	10%	0%	-3%
O=C(Nc1ncc2c(n1)-c1ccccc1CC2)c1ccccc1	?	-5%	3%	3%	-4%	-8%	1%	2%
CS(=O)(=O)N1CCc2cc(C(=O)N3CCCC3)ccc21	-1%	-5%	2%	3%	9%	3%	nt	10%
CCN(CC)c1ccc(CNc2ccc(Br)cn2)cc1	3%	?	?	2%	3%	-3%	-2%	7.1µM*
CCOC(=O)c1cccc(C(=O)OCC)n1	10%[15.4 µM]	-1%	1%	2%	13%	3%	-20%	-2%
CCOC(=O)c1c(O)c2cc(Cl)ccc2n(CC)c1=O	-4%	17%	nt	-6%	-24%	5%	8%	20µM*
COC(=O)COn1c(SC(C)C)nc2ccccc2c1=O	-4%	15%	9%	5%	-6%	-3%	4%	-8%
CCN(CC)CC(=O)Nc1cccc2c1C(=O)c1ccccc1C2=O	-5%	2%	1%	7%	2%	4%	7%	2%
CC(=O)Nc1ccc(Nc2c3ccccc3nc3ccccc23)cc1	4%	?	-86%[inhibitor]	-9%	13%	12%	3%	10%
O=C(Nc1nccs1)c1cn(-c2ccccc2)nc1-c1ccncc1	2%	?	-18%	-6%	13%	6%	6%	?
C[C@H]1OC(=O)CC[C@@H]2[C@]1(C)CCC1[C@@]2(C)CC[C@@]2(C)C3CC(C)(C)CC[C@]3(CO)CC[C@]12C (some centres not stated)	nt	10%	4%	nt	0%	-1%	2%	4%
O=C(COC(=O)c1ccco1)Nc1ccc(Br)cc1	0%	-3%	-5%	3%	5%	2%	-4%	9%
O=c1oc(-c2ccccc2)nc2c1cnn2-c1ccccc1	-1%	52%[activator]	-9%	3%	4%	4%	9%	16%

Record cards, as listed above. Screens in order: GAA inhib | KDM4E inh | SMN2 splice up | GAA glycogen | RGS12 GoLoco inh | aGal spleen mod | aGlu spleen mod | ALDH1A1 block
`COc1ccc(N2CCN(CC(=O)NCc3ccccc3)CC2)cc1` is entered as ? | 3% | -23% | -15% | -2% | 0% | -4% | 1%
`Cc1ccc(NC(=O)c2ccccc2OCC(=O)c2ccc(F)cc2)cc1` is entered as 1% | 7% | 18% | 6% | 5% | -1% | -10% | 4%
